Bioassay records (PubChem)
uPA surface inh – cell surface uPA generation inhibition; Potency, µM (doses to about 38.3 µM), for the others: at the top dose activity change, negative = inhibition, actives largely listed as inhibitors; actives 0.31% (n = 330,000); cell surface uPA generation assay, qHTS; AID 540303; active means well fitted inhibition curve with a large enough effect; inconclusive means small, poorly fitted or top-dose-only effect; inactive means no such curve, though single readings can be large or run the other way; tested in mouse RAW 264.7 cells; further: potency means the concentration at half of the fitted maximal effect; on the % scale 0 is the no-effect control and ±100 the full control effect; nearly all actives have a fitted effect of over 55% in size
Tb PFK block – T. brucei PFK enzyme inhibition; O15648; T. brucei PFK, ADP-Glo luminescence; Potency, µM (series often up to 57.5 µM), for inactives: top-dose activity, negative = inhibition, most hits filed as inhibitors; actives 0.17% (n = 330,000); AID 485367;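 further: potency means the concentration at half of the fitted maximal effect; 0% = uninhibited 1x PFK enzyme wells and -100% = no-enzyme wells; nearly all actives have a fitted effect of over 60% in size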
Target sequence (O15648 whole entry, looked up): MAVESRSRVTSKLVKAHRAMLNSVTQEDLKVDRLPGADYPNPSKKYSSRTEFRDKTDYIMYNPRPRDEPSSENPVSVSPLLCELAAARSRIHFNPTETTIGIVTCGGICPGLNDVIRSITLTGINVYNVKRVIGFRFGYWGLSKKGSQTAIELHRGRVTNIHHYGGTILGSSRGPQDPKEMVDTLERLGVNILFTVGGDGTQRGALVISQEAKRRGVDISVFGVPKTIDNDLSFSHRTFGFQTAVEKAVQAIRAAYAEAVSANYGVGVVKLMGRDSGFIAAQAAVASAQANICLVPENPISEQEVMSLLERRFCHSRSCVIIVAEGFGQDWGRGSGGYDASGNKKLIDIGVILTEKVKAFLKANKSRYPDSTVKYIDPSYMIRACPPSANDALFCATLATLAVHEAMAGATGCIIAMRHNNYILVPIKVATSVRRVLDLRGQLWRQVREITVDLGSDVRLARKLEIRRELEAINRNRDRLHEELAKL
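In TEA buffer at pH 8.0 with 5 mM MgCl2, enzyme (1.25 nM) converted F6P (0.5 mM) and ATP (0.1 mM) for 45 min at room temperature. ADP product was read by luciferase luminescence.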
ELG1 genotoxic – inducers of genotoxicity in HEK293T ELG1-luciferase cells; AID 504466; HEK293T ELG1-luciferase reporter, luminescence, 16 h; Potency, µM (top dose mostly 46 µM), inactives show top-dose activity change, positive = activation, hits mostly activators; actives 1.3% (n = 330,000); further: potency means the concentration at half of the fitted maximal effect; % of control where 0% means no effect; nearly all actives have a fitted effect of over 60% in size
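Reporter readout depends on ELG1 protein level, which increases with genetic stress. After 16 hr compound exposure at 37 °C, luciferase activity was quantified using ONE-Glo.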
FLuc modulator – counter-screen for miR-21 project: firefly luciferase inhibitors or activators | purified FLuc, Km substrates, luminescence inhibition | actives 6.9% (n = 360,000) | Potency, µM (highest dose often 57.5 µM), for inactives: at the top dose activity change, negative = inhibition, most hits filed as inhibitors;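 further: potency means the concentration at half of the fitted maximal effect; plate controls were vehicle for no effect and reference inhibitor for full effect; nearly all actives have a fitted effect of over 55% in size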
Target sequence (P08659 whole entry, looked up): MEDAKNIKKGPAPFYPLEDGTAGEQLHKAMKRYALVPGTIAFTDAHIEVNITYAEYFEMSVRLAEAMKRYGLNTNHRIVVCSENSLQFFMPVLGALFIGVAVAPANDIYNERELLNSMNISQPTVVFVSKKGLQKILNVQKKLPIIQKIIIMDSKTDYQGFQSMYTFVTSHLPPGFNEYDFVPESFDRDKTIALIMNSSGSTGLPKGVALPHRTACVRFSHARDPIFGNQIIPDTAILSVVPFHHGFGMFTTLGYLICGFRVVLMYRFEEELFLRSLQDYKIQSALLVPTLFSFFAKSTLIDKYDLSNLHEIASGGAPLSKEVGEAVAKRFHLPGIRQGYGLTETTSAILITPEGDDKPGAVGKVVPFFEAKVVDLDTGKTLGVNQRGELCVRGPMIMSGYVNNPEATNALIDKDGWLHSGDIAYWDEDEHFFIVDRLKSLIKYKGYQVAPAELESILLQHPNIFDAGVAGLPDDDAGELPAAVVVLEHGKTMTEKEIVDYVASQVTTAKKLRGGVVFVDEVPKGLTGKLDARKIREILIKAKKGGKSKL
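Purified P. pyralis luciferase, 10 nM final, with Km-level 10 uM D-luciferin and 10 uM ATP in 50 mM Tris acetate pH 7.5, 10 mM Mg acetate, 0.01% Tween-20, 0.05% BSA; 6-point qHTS titration about 60 µM downward; luminescence read.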
RORg inh – ROR gamma (mouse) transcription inhibition; P51450; Drosophila S2 Gal4-RORgamma UAS-luciferase reporter, 20 h; Potency, µM (highest dose often 53.6 µM), for the others: at the highest dose activity change, negative = inhibition, most hits filed as inhibitors; actives 5.4% (n = 310,000); AID 2551; further: potency means the concentration at half of the fitted maximal effect; on the % scale 0 is the no-effect control and ±100 the full control effect; nearly all actives have a fitted effect of over 60% in size
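A Gal4/UAS one-hybrid system in insect cells: metallothionein-promoter Gal4–ROR gamma fusion plus Photinus luciferase reporter. Copper sulfate 700 uM final, 20 hr ambient incubation, luminescent detection after 10 min with reagent.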
Giardia killer – kills Giardia lamblia; Giardia lamblia trophozoite viability; activity change, % at 7.66 µM, hits read low; actives 0.15% (n = 340,000); AID 540267; in the data active means activity change below about -80%; inconclusive means between about -30% and that limit;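 further: parasites exposed to compound for two days anaerobically before the ATP read; on the % scale 0 is the no-effect control and ±100 the full control effect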
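Compounds were tested on trophozoites seeded at 100 cells/well and held 48 hrs at 37 deg C anaerobically. An ATP-based luminescent kit measured the remaining live cells.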
Rab9 promoter act – Rab9 promoter activation | Huh7 Rab9 promoter-luciferase reporter, luminescence, 24 h | Potency, µM (titrated, usually from 9.22 µM), without a hit: top-dose activation, negative = inhibition, actives largely listed as activators | actives 2.8% (n = 320,000) | AID 485297; further: potency means the concentration at half of the fitted maximal effect; % of control where 0% means no effect; nearly all actives have a fitted effect of over 60% in size
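Huh7 cells stably carrying a Rab9 promoter-luciferase reporter, 1500 cells per well in OP-MEM I with 10% FBS, treated with compound 24 hours at 37C. Luciferase activity read by luminescence after 10 minutes with Amplite reagent.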
Coupling enz – inhibits coupling enzyme system, counter-screen for aldolase hits; coupling enzyme system counterscreen, AmpLite Red fluorescence; actives 0.67% (n = 290,000); activity change, negative = inhibition, % at 58.2 µM, hits read low; in the data active means activity change below about -30%; further: on the % scale 0 is the no-effect control and ±100 the full control effect
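Counterscreen lacking aldolase: glyceraldehyde-3-phosphate coupling-enzyme reagent preincubated 10 min at RT with compound (at 57.5 uM final), then substrate/coupling system with AmpLite Red added; fluorescence read at 525/598 nm after 20 min RT.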
Gal4-VP16 FLuc – inhibits Gal4-VP16 luciferase reporter, ROR gamma counter-screen; Drosophila S2 Gal4-VP16 UAS-luciferase, luminescence, 20 h; Potency, µM (highest dose often 53.6 µM), for inactives: top-dose activity, negative = inhibition, actives largely listed as inhibitors; actives 3.5% (n = 310,000);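 further: Gal4-VP16 expression switched on by copper sulfate through the metallothionein promoter; potency means the concentration at half of the fitted maximal effect; on the % scale 0 is the no-effect control and ±100 the full control effect; nearly all actives have a fitted effect of over 50% in size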
KCNH2 3.1 inh – blocks the human KCNH2 3.1 channel isoform; U2OS KCNH2 3.1, thallium flux FluxOr; active compounds read low; activity change, % (tested at about 1.8 µM); actives 0.95% (n = 340,000);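 active means maximum activity change below -70%; inconclusive means maximum activity change from -70% to -50%; inactive means maximum activity change above -50%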;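 further: thallium influx rate constant from kinetic fluorescence after stimulation buffer; on the % scale 0 is the no-effect control and ±100 the full control effect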
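We transduce U2OS cells with the mutant 3.1 virus, culture them overnight, load FluxOr with Red40 quencher for 45 min, then add stimulation buffer and read kinetically for 2 min to derive a normalized rate constant.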
NPC1 prom act – activates the NPC1 promoter. Huh7 NPC1 promoter luciferase reporter, 24 h. Potency, µM (titrated, usually from 9.22 µM), for inactives: at the highest dose activation, most hits filed as activators. actives 2.4% (n = 320,000);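 further: potency means the concentration at half of the fitted maximal effect; % of control where 0% means no effect; nearly all actives have a fitted effect of over 60% in size; reporter is driven by a mutant NPC1 promoter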
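In 1536-well qHTS, Huh7 cells harboring an NPC1 promoter–luciferase construct received compound for 24 h; activation was quantified by luminescence following luciferase reagent addition.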
Starred values were filed as active, the others as inactive; u = inconclusive; x = not tested or not shown; & = joins results of further samples; [ ] = remark or other dose. Unless noted, the call rests on the fitted dose curve; in most records, active means well fitted curve in the direction sought with a large enough effect; inconclusive means small, poorly fitted or top-dose-only effect, or another doubt; inactive means no such curve, though single readings can be large; an effect the other way counts as inactive or inconclusive. These rows are one share of the data (hit frequency here may not be typical).

The opening 7 records, ahead of the listing:
SMILES	uPA surface inh	Tb PFK block	ELG1 genotoxic	FLuc modulator	RORg inh	Giardia killer	Rab9 promoter act	Coupling enz	Gal4-VP16 FLuc	KCNH2 3.1 inh	NPC1 prom act
C=CCn1c(O)c(C(C)=Nc2ccc(NC(C)=O)cc2)c(=O)[nH]c1=O	3%	-1%	7%	2%	2%	u	3%	0	-1%	-12	8%
O=C(Nc1ccc(Cl)cc1)OC1CN2CCC1CC2 (configuration not stated)	2%	-3%	u	15µM*	-11%	16	u	0	4%	-2	u
C=Cc1ccc(Cn2c(C(=O)O)c(C=O)c3ccccc32)cc1	5%	2%	0%	u	6%	-9	2%	13	-4%	-8	-9%
CCCCOP(=O)(c1ccc(N(C)C)cc1)C(Nc1ccccc1)c1ccccc1 (configuration not stated)	-6%	-2%	-12%	-2%	u	14	-4%	-4	-11%	-95*	-5%
COC(=O)C(O)(c1ccc(NC(=S)NC(=O)c2ccc(Cl)cc2Cl)c(C)c1)C(F)(F)F (configuration not stated)	-15%	0%	1%	2%	8.9µM*	-2	-7%	-4	u	-7	-4%
CC1=CC(=O)C2=C(C)C[C@H](O)[C@@H]3[C@H](OC(=O)[C@H]3C)[C@@H]12	27%	-2%	-6%	0%	x	3	0%	x	x	9	-2%
CCN1CCN(Cc2ccc(NC(=O)c3cc(NC(=O)c4cc(C)on4)cc(OC)c3)cc2C(F)(F)F)CC1	u	2%	u	u	u	18	-1%	1	-23%	1&-1	-5%

All compounds of this part, from the first entry:
SMILES	uPA surface inh	Tb PFK block	ELG1 genotoxic	FLuc modulator	RORg inh	Giardia killer	Rab9 promoter act	Coupling enz	Gal4-VP16 FLuc	KCNH2 3.1 inh	NPC1 prom act
C=CCn1c(O)c(C(C)=Nc2ccc(NC(C)=O)cc2)c(=O)[nH]c1=O	3%	-1%	7%	2%	2%	u	3%	0	-1%	-12	8%
O=C(Nc1ccc(Cl)cc1)OC1CN2CCC1CC2 (configuration not stated)	2%	-3%	u	15µM*	-11%	16	u	0	4%	-2	u
C=Cc1ccc(Cn2c(C(=O)O)c(C=O)c3ccccc32)cc1	5%	2%	0%	u	6%	-9	2%	13	-4%	-8	-9%
CCCCOP(=O)(c1ccc(N(C)C)cc1)C(Nc1ccccc1)c1ccccc1 (configuration not stated)	-6%	-2%	-12%	-2%	u	14	-4%	-4	-11%	-95*	-5%
COC(=O)C(O)(c1ccc(NC(=S)NC(=O)c2ccc(Cl)cc2Cl)c(C)c1)C(F)(F)F (configuration not stated)	-15%	0%	1%	2%	8.9µM*	-2	-7%	-4	u	-7	-4%
CC1=CC(=O)C2=C(C)C[C@H](O)[C@@H]3[C@H](OC(=O)[C@H]3C)[C@@H]12	27%	-2%	-6%	0%	x	3	0%	x	x	9	-2%
CCN1CCN(Cc2ccc(NC(=O)c3cc(NC(=O)c4cc(C)on4)cc(OC)c3)cc2C(F)(F)F)CC1	u	2%	u	u	u	18	-1%	1	-23%	1&-1	-5%
C=C(C)Cn1c(-c2cccs2)n[nH]c1=S	-3%	-6%	0%	-2%	13µM*	30	-3%	1	14µM*	-3	1%
CCOC(=O)C1=C(N)OC2=C(C(=O)CCC2)[C@]12C(=O)N(CC(N)=O)c1ccccc12	0%	0%	3%	5%	13%	-4	4%	0	-1%	-19	-2%
O=C(Nc1cccc2ccccc12)c1nn(C23CC4CC(CC(C4)C2)C3)cc1Br	7%	0%	-5%	2%	30%	7	1%	-4	u	-5	-12%
Cc1ccc(NC(=O)c2ccc(C)c(S(=O)(=O)N3CCCCC3)c2)nc1	-8%	2%	u	-21%	x	-29	5%	x	x	12	0%
COc1cccc(CNC(=O)CCC(=O)N2C[C@H]3C[C@H](C2)c2cccc(=O)n2C3)c1OC	10%	-2%	0%	5%	-5%	19	-6%	-2	-1%	0	1%
COC(=O)C1=C(c2cccc(C#N)c2)C[C@@H]2CC[C@H]1N2C(=O)N1CCCCC1	27%	2%	1%	6%	x	9	-2%	x	x	x	1%
COc1ccc(CN2CCCC(C(=O)c3cccc(Cl)c3)C2)cc1 (configuration not stated)	u	2%	-4%	-3%	-9%	-19	10%	1	6%	-43	-5%
C[C@H]1O[C@@H](O[C@H]2[C@@H](O)C[C@H](O[C@H]3[C@@H](O)C[C@H](O[C@H]4CC[C@@]5(C)[C@H](CC[C@@H]6[C@@H]5CC[C@]5(C)[C@@H](C7=CC(=O)OC7)CC[C@]65O)C4)O[C@@H]3C)O[C@@H]2C)C[C@H](O)[C@@H]1O	25%	-1%	-17%	6%	1.6µM*	42[activator]	-44%[inhibitor]	-1	-12%	0	-39%[inhibitor]
COC(=O)C1=C(c2ccc(F)cc2OCc2ccccc2)C[C@@H]2CC[C@H]1N2C(=O)NCCNC(C)=O	0%	0%	0%	6%	x	9	-4%	x	x	0	-3%
O=C(c1cc(S(=O)(=O)N2CCOCC2)ccc1F)N1CCC2(CC1)OCCO2	x	-3%	0%	2%	-1%	0	0%	3	-1%	-8	-1%
C=CCn1c(O)c(C(C)=NCc2cccnc2)c(=O)[nH]c1=O	-3%	7%	10%	-1%	-45%	28	-5%	1	-8%	4	-3%
CC(C)(C)NC(=S)N1CCn2cccc2C1c1cccnc1 (configuration not stated)	4%	-1%	19%	-3%	-27%	-1	2%	-1	-9%	5	1%
CN1CCC(O)(c2ccc(Cl)cc2)C(C(=O)c2ccc(Cl)cc2)C1 (configuration not stated)	-15%	1%	3%	2%	-4%	-2	-2%	2	0%[10 µM]	7	-4%
CNC(=O)Nc1ccc(C(=O)N/N=C\C23CC[C@@H](O)CC2(O)CC[C@@H]2[C@@H]3CCC3(C)C(C4=CC(=O)OC4)CCC23O)cc1 (some centres not stated)	1%	1%	-9%	u	30%	9	3%	-1	-1%	-5	-3%
CCCCCCn1c(O)c(C=NC2CCCCC2N)c(=O)[nH]c1=O (configuration not stated)	1%	-6%	5%	2%	-14%	-30	4%	3	3%	0	-8%
C=CCN(CC=C)C(=O)Nc1ccc(OCC)cc1	3%	-5%	6%	-16%	6%	6	1%	0	8%	0	7%
COC(=O)C1=C(c2ccc(C(C)=O)cc2)C[C@@H]2CC[C@H]1N2C(=O)NCCOc1ccccc1Cl	7%	7%	1%	6%	x	-5	-5%	x	x	22	-3%
Cc1ccc(-c2ccc(=O)n(CCC(=O)N3CCC4(CC3)OCCO4)n2)cc1	-5%	3%	13%	-15%	8%	25	12%	1	6%	-8	8%
Later entries
SMILES	uPA surface inh	Tb PFK block	ELG1 genotoxic	FLuc modulator	RORg inh	Giardia killer	Rab9 promoter act	Coupling enz	Gal4-VP16 FLuc	KCNH2 3.1 inh	NPC1 prom act
Cc1ccc2c(c1)CC1(CN2C)C(=O)NC(=O)N(c2cccc(C)c2C)C1=O (configuration not stated)	-1%	1%	2%	1%	-22%	-9	1%	0	0%	-1	14%
O=c1[nH]c(=O)n(CC2CCCO2)c(O)c1/C=C1\C=Nc2ccccc21 (configuration not stated)	3%&3%	11%&20%	0%&1%	17µM*	-19%&-4%	-26&-7	0%&2%	-1&-1	-7%&-10%	0&11	1%&4%
NP(=O)(OCC(F)(F)F)Oc1ccc(Cl)cc1 (configuration not stated)	1%	1%	0%	2%	u	14	1%	3	-18%	2	8%
O=c1[nH]c(=S)n(Cc2ccc(F)cc2)c(O)c1C=NCCCn1ccnc1	-8%	0%	-4%	-1%	20%	4	-7%	3	-2%	-84*	-2%
CCOC(=O)N(C)c1ccc(C(O)(C(=O)OCC)C(F)(F)F)cc1 (configuration not stated)	3%	11%	-4%	-3%	-24%[0.365 µM]	0	-7%	6	x	8	-7%
Cc1nc2ccccc2c(=O)n1-c1cccc(C(F)(F)F)c1	-3%	3%	5%	3%	-14%	12	14%	1	2%	6	0%
CCN(CC)C(=O)c1ccc(NC(=O)CSc2nnnn2-c2cc(OC)ccc2OC)cc1	6%	-2%	1%	-1%	-1%	-6	6%	6	2%	-8	9%
COC(=O)C1=C(c2ccc(F)cc2F)C[C@@H]2CC[C@H]1N2C	5%	0%	3%	3%	x	3	-4%	x	x	2	-1%
COC(=O)C1=C(c2ccc(F)cc2OCc2ccccc2)C[C@@H]2CC[C@H]1N2C(=O)NCC1CC1	-4%	-2%	-2%	4%	x	1	-2%	x	x	-4	0%
Cc1ccc(S(=O)(=O)Nc2ccc3c(c2)C(=O)N([C@H](C)CO)C[C@H](C)[C@@H](CN(C)Cc2ccc(-c4ccccc4)cc2)O3)cc1	u	3%	-1%	x	x	3	x	x	x	-34	x
